hIAP activ = increases human intestinal alkaline phosphatase activity; P09923; purified human IAP, CDP-Star luminescence, 30 min; active compounds read high; 1 = vehicle-only enzyme, 0 = enzyme-free background; activation factor at 10 µM; 0.16% of 330,000 active; AID 2524;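 active means activation factor of the enzyme at least 2-fold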; further: the source names both 10 and 20 µM as test concentration; values of inactives mirror those of a sister screen read the other way
Target sequence (P09923 whole entry, looked up): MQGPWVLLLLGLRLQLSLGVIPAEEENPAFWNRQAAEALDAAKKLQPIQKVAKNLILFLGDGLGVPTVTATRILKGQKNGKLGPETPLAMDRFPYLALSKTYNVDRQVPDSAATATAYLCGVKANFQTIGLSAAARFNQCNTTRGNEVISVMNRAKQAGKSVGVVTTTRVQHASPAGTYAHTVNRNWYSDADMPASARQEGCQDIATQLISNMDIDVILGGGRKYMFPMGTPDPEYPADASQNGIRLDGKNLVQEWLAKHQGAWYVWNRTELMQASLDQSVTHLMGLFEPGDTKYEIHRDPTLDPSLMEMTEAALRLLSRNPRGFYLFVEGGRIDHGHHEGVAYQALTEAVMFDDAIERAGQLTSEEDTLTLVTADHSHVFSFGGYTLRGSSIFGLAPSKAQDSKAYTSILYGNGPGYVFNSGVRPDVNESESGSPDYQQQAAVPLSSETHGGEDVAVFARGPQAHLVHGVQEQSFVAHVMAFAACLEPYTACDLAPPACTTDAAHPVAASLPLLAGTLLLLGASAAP
mIAP act = increases mouse intestinal alkaline phosphatase activity. muIAP, CDP-Star luminescence, 30 min; active compounds read high; 1 = vehicle-only enzyme signal, 0 = enzyme-free wells. activation factor at 10 µM. 0.24% of 330,000 active;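 active means activation factor of at least 2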; further: the source names both 10 and 20 µM as test concentration; values of inactives mirror those of a sister screen read the other way
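System: mouse IAP enzyme. Reagent: CDP-Star chemiluminescent phosphatase substrate. Benchmarks: DMSO wells, no-enzyme wells. Times: 30 min enzyme-substrate-compound incubation at room temperature. Detection: luminescence from enzymatic CDP-Star hydrolysis. Doses: test compounds delivered from DMSO solution.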
A3G deaminase = inhibitors of human APOBEC3G DNA deaminase | inhibition, % at 20 µM | 0.28% of 330,000 active | recombinant A3G, ssDNA deamination FAM/TAMRA fluorescence;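 active means inhibition of at least 40% at 20 µM, with no more than 30% in the related APOBEC3A deaminase screen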;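 further: plate controls were DMSO wells with A3G for no effect and wells lacking A3G enzyme for full effect; some compounds called inactive have numbers as strong as hits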
Target sequence (Q9HC16 whole entry, looked up): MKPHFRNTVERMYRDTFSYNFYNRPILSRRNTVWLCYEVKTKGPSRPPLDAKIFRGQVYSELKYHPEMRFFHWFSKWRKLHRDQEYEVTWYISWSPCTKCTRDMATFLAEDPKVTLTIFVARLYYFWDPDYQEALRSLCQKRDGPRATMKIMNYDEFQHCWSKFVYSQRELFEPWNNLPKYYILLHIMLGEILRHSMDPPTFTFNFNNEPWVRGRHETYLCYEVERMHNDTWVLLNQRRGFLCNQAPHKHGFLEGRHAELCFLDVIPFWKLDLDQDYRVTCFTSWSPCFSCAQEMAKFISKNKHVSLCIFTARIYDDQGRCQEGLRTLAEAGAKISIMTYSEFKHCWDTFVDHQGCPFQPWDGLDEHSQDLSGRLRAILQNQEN
hIAP block = blocks human intestinal alkaline phosphatase; P09923; purified IAP, CDP-Star luminescence, 30 min; inhibition, % at 10 µM; 0.12% of 330,000 active;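 active means inhibition reaching a set limit with compound at 10 µM in the primary screen, cut at about 35% in these data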;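 further: plate controls were DMSO wells with enzyme for no effect and no-enzyme buffer wells for full effect; values of inactives mirror those of a sister screen read the other way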
MPTP inh = blocks calcium-induced mitochondrial swelling. isolated mouse mitochondria, Ca2+ swelling absorbance, 30 min. inhibition, % at 10 µM. 1.4% of 360,000 active;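 active means inhibition of 50% or more, scaled per plate between neutral and stimulator controls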;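 further: 0% = DMSO wells given calcium and 100% = 1 mM EGTA wells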
mIAP inh = mouse IAP inhibition; inhibition, % at 10 µM; purified mouse IAP, CDP-Star luminescence, 30 min; 0.2% of 330,000 active; AID 2806;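 active means inhibition of at least 40% at 10 µM in the primary screen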;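 further: plate controls were DMSO with enzyme for no effect and no enzyme wells for full effect; values of inactives mirror those of a sister screen read the other way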
MIN6 prolif = induces beta-cell replication in MIN6 cells; MIN6 cells proliferation, ATPlite luminescence, 48 h; cells starved in 0.2% serum; 100% = growth in 10% serum; proliferation, % at 10 µM; 0.29% of 330,000 active;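 active means compounds whose signal lies at least 3.5 SD above the mean of all wells on their plate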;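 further: 0% = DMSO-treated cells in low-serum medium and 100% = 10% serum control; some compounds called inactive have numbers as strong as hits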
APOBEC3A inh = human APOBEC3A DNA deaminase inhibition. P31941. recombinant A3A, FAM/TAMRA ssDNA deamination fluorescence. inhibition, % at 20 µM. 0.41% of 330,000 active;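 active means at least 40% inhibition at 20 µM here, with at most 30% in a related deaminase screen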;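 further: plate controls were A3A with DMSO for no effect and wells lacking A3A enzyme for full effect; some results filed as inactive read as strong as hits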
Target sequence (P31941 whole entry, looked up): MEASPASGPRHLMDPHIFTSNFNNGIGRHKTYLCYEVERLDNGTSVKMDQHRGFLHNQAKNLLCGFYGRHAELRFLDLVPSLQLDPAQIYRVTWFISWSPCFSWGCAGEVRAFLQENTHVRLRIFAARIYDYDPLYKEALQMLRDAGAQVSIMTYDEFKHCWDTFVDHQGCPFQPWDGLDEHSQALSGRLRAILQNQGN
GRIN3A LBD mod = modulators (binders) of human NR3A ligand-binding domain. NR3A LBD differential scanning fluorimetry, Tm shift; 0% = protein alone, 100% = glycine-bound protein. Tm shift relative to glycine control, % at 25 µM. 2.5% of 340,000 active. AID 1259313;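 active means melting temperature shift of at least 10% of the positive control shift, at one fixed dose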
The depositor's hits bear a star; x = no result given.

SMILES | hIAP activ | mIAP act | A3G deaminase | hIAP block | MPTP inh | mIAP inh | MIN6 prolif | APOBEC3A inh | GRIN3A LBD mod
O=C(COc1cccc2c1CCN(Cc1ccccc1)C2=O)N1CCCCC1 | 0.94 | 1 | -16 | 6 | 2.1 | -1 | -2 | -1 | 1
CCOC(=O)C1=C(COC(=O)CCNS(=O)(=O)c2ccc(NC(C)=O)cc2)NC(=O)NC1C (stereo not given) | 1.2 | 0.99 | 1 | -15 | 0.3 | 1 | -3 | -1 | -2
CC(C)CN(CC(C)C)c1nc(N)c(C#N)c(CC#N)c1C#N | 1.2 | 0.99 | -2 | -18 | -4.8 | 1 | -6 | 6 | -4
Nc1ccc(C(=O)Nc2ccccc2C(=O)O)cc1 | 1.2 | 1.1 | -2 | -17 | -0.1 | -7 | -4 | 8 | -19
O=C(CCCCn1c(=O)c2ccccc2n(CC(=O)Nc2cccc(F)c2)c1=O)NCc1ccco1 | 1.1 | 1.1 | -3 | -9 | -0.1 | -8 | -2 | 0 | -2
COc1cc(CN2CCN(c3ccccc3F)CC2)cc(OC)c1O | 0.83 | 0.94 | -7 | 17 | 0.7 | 6 | 1 | -3 | 0
CC(C)(C)c1ccc(-c2noc(-c3ccc4c(c3)CCO4)n2)cc1 | 1.2 | 0.94 | -8 | -19 | 0.8 | 6 | -3 | -3 | 5
COc1ccc(-n2c3c(cc(C(=O)NNc4ccccc4C)c2=O)C(=O)CC(C)(C)C3)cc1 | 0.86 | 0.92 | -1 | 14 | 1.3 | 8 | 1 | 0 | -1
O=C(Cc1ccc(F)cc1)N1CCC(CC2CC(c3cccc(Br)c3)=NO2)(C(=O)NCC2CCCCC2)CC1 (stereo not given) | 0.84 | 1.4 | -7 | 16 | 1.3 | -39 | -9 | 0 | -2
C=CCn1c(N)cc(=O)nc1SCC(=O)Nc1ccc(C(=O)OC)cc1 | 1.1 | 0.99 | -7 | -9 | 0.9 | 1 | 1 | 0 | 0
CCC(C)n1c(SCC(=O)/C(C#N)=C(\C)N)nc2ccccc2c1=O (stereo not given) | 0.95 | 1.1 | -3 | 5 | -0.7 | -14 | -1 | 5 | 0
COc1ccc(-c2cc(C(F)F)n3ncc(C(=O)Nc4cccc(S(=O)(=O)N5CCOCC5)c4)c3n2)cc1 | 0.75 | 0.94 | -5 | 25 | -1.2 | 6 | 0 | -3 | -2
NS(=O)(=O)c1cccc(NC(=O)CSc2nnc(C3CC3)n2C2CC2)c1 | 0.94 | 0.79 | -8 | 6 | 0.0 | 21 | 5 | -5 | 0
COc1cc(CNC(=O)c2ccccc2NC(=O)C2=C(C)OCCS2)cc(OC)c1OC | 1.2 | 1 | -3 | -16 | -0.2 | -5 | -1 | -5 | 3
CCOc1ccc(CCNC(=O)C(CC)n2nc(C)n3c(cc4sccc43)c2=O)cc1OCC (stereo not given) | 0.99 | 1.1 | 0 | 1 | 0.5 | -8 | -1 | -2 | -9
Cc1ccc(NS(=O)(=O)c2ccc(C(=O)N3CCN(S(=O)(=O)c4ccccc4)CC3)cc2)cc1 | 1 | 0.95 | -10 | -5 | 1.3 | 5 | 0 | -3 | 3
O=C(NNC(=O)c1cccc(Br)c1)C(=O)N1CCCCC1 | 0.88 | 0.83 | -7 | 12 | -0.4 | 17 | 1 | -3 | 0
CN(C)/N=C/c1cn(-c2ccccc2)nc1-c1cccnc1 | 0.84 | 0.99 | 3 | 16 | -3.1 | 1 | -2 | -5 | -2
S=c1[nH]nc(-c2ccc(Br)cc2)n1Cc1ccccc1 | 1.1 | 0.91 | 6 | -12 | 4.4 | 9 | 1 | 0 | 14*
COCCNC(=O)c1ccc2c3n(nc2c1)-c1ccccc1CO3 | 0.97 | 0.97 | -7 | 3 | 0.7 | 3 | -6 | -2 | -2
Cc1cccc(NC(=S)N2CCN(S(=O)(=O)c3cccc(F)c3)CC2)c1 | 1.1 | 1.1 | -14 | -7 | -0.8 | -5 | -3 | 0 | -3
O=C(CSc1nnc(-c2cccnc2)n1Cc1ccco1)c1ccc(Cl)c(Cl)c1 | 1.1 | 0.93 | -9 | -13 | 6.4 | 7 | -5 | -7 | -5
CCSc1nc2c(c(=O)[nH]1)C(C(C)C)C(C#N)=C(N)O2 (stereo not given) | 1 | 1.1 | -6 | -3 | 0.1 | -6 | -2 | -1 | -1
Cc1csc(NC(=O)c2cc3c(s2)CCCC3)n1 | 1 | 0.88 | 2 | -4 | -0.9 | 12 | -3 | 1 | 2
CC(NC(=O)C1CCN(C(=O)[C@@H]2Cc3ccccc3CN2C(=O)OC(C)(C)C)CC1)c1ccccc1 (stereo not given in full) | 1.3 | 1.1 | -3 | -28 | -1.8 | -7 | -2 | -3 | -1
SMILES | hIAP activ | mIAP act | A3G deaminase | hIAP block | MPTP inh | mIAP inh | MIN6 prolif | APOBEC3A inh | GRIN3A LBD mod
COc1ccc(/C=N/N(CCC(=O)NC(C)(C)C)C2=NS(=O)(=O)c3ccccc32)cc1 | 0.84 | 0.89 | -5 | 16 | -0.8 | 11 | -1 | -1 | -2
COc1ccc(-c2ccc(SCC(=O)c3cccs3)nn2)cc1 | 0.89 | 0.9 | -3 | 11 | -0.2 | 10 | -2 | 0 | 1
CC(C(=O)O)N(c1ccccc1Cl)S(C)(=O)=O (stereo not given) | 1 | 0.96 | -6 | -4 | -2.1 | 4 | -2 | 0 | 0
O=C(COc1coc(CN2CCc3ccccc32)cc1=O)N1CCCCC1 | 1.2 | 0.99 | 5 | -18 | -0.7 | 1 | 1 | -7 | -3
Cn1cc(C(=O)N/N=C/C2=C(N3CCOCC3)C(=C/c3ccc([N+](=O)[O-])cc3)/CC2)ccc1=O | 0.79 | 0.85 | -4 | 21 | 1.2 | 15 | -1 | 2 | 0
O=S(=O)(c1ccc2c(c1)C(O)c1ccccc1CC2)C(F)(F)F (stereo not given) | 0.93 | 1 | -1 | 7 | 90* | -3 | -7 | 2 | -19
COc1cc(/C=C/C(=O)N2CCOCC2)ccc1OCc1ccccc1 | 0.84 | 1 | 3 | 16 | 0.6 | -3 | -1 | 1 | 1
CCOC(=O)c1c(-c2ccccc2)csc1NC(=O)CCN1C(=O)c2ccccc2C1=O | 1 | 0.97 | -3 | -3 | 1.0 | 3 | 0 | 2 | 0
Cc1cc2oc3ccc(NCCCn4ccnc4)cc3c(=O)c2cc1C | 1.1 | 1 | 10 | -9 | 58* | -1 | -8 | -4 | -8
COC(=O)CCCC1=CC2=C(c3ccccc3)C(=O)C(C)(OC(=O)C3CCCC3)C(=O)C2=CN1Cc1ccc2c(c1)OCO2 (stereo not given) | 0.88 | 0.92 | 6 | 12 | 0.2 | 8 | -7 | 4 | -2
O=C(O)CCC(=O)N1CCN(c2nc3ccccc3s2)CC1 | 1 | 0.99 | -9 | -2 | 0.8 | 0 | 0 | -5 | 2
O=C(Nc1ccccc1)c1ccccc1OCc1cccc([N+](=O)[O-])c1 | 1.1 | 0.99 | -2 | -5 | 2.6 | 1 | 0 | 2 | -12
COc1ccc(CNC(=O)CSc2nnnn2Cc2ccccc2)cc1 | 1.1 | 1 | -1 | -9 | -0.3 | -5 | 1 | -1 | 0
COc1ccc(OC)c(Nc2nc(-c3cccs3)cs2)c1 | 1.1 | 0.89 | -9 | -9 | 3.4 | 11 | 0 | -4 | 2
CCCC(=O)NC(Nc1cc(C(F)(F)F)ccc1Cl)C(Cl)(Cl)Cl (stereo not given) | 1 | 1.1 | 0 | 0 | 90* | -14 | -5 | 0 | -5
N#Cc1c(NC(=O)CCC(=O)O)sc2c1CCCC2 | 1.2 | 0.94 | -4 | -17 | 0.1 | 6 | -3 | -3 | 1
COCCn1c(CN2CCN(c3ccc(OC)cc3)CC2)nc2c1c(=O)n(C)c(=O)n2C | 0.92 | 0.99 | -4 | 8 | 5.9 | 1 | -1 | -4 | 1
CC1CN(C(=O)Cn2cnc3c2c(=O)n(C)c(=O)n3C)CC(C)O1 (stereo not given) | 0.93 | 1 | -3 | 7 | -0.1 | -3 | -1 | -2 | -1
O=C(Nc1ccsc1C(=O)O)c1ccc(Cl)cc1 | 1.1 | 1 | -10 | -6 | 0.9 | 0 | -4 | -5 | 3
N#Cc1c(/N=C/c2cc(Br)cs2)sc2c1CCC2 | 0.93 | 0.75 | 0 | 7 | -0.8 | 25 | -2 | -1 | 1
Cc1ccc(S(=O)(=O)N2CCOCC2)cc1C(=O)Nc1c(C)n(C)n(-c2ccccc2)c1=O | 1.2 | 1 | -4 | -24 | -1.1 | -2 | -3 | -2 | -1
COc1ccc([N+](=O)[O-])cc1NC(=O)CC(C)c1ccccc1 (stereo not given) | 1.1 | 0.97 | -9 | -12 | -0.1 | 2 | 0 | -4 | 0
CC(OC(=O)c1ccc(S(=O)(=O)N2CCOCC2)cc1)c1ccccc1 (stereo not given) | 1.1 | 0.95 | -3 | -5 | -1.3 | 5 | 6 | 4 | 1
CN(CC(=O)Nc1cccc(F)c1)C(=O)CN1C(=O)NC2(CCCCC2)C1=O | 1.1 | 1 | -1 | -12 | -0.5 | 0 | 4 | 2 | -2
O=C(CCCN1C(=O)/C(=C/c2ccco2)SC1=S)Nc1ccccc1 | 0.96 | 0.52 | -5 | 4 | 0.8 | 48* | -4 | 1 | -1

Record cards, from the list above. Screens in order: hIAP activ	mIAP act	A3G deaminase	hIAP block	MPTP inh	mIAP inh	MIN6 prolif	APOBEC3A inh	GRIN3A LBD mod
Listed for N#Cc1c(NC(=O)CCC(=O)O)sc2c1CCCC2 → 1.2	0.94	-4	-17	0.1	6	-3	-3	1
Listed for Cc1csc(NC(=O)c2cc3c(s2)CCCC3)n1 → 1	0.88	2	-4	-0.9	12	-3	1	2
Listed for NS(=O)(=O)c1cccc(NC(=O)CSc2nnc(C3CC3)n2C2CC2)c1 → 0.94	0.79	-8	6	0.0	21	5	-5	0
Listed for COc1ccc(/C=N/N(CCC(=O)NC(C)(C)C)C2=NS(=O)(=O)c3ccccc32)cc1 → 0.84	0.89	-5	16	-0.8	11	-1	-1	-2
Listed for CCOc1ccc(CCNC(=O)C(CC)n2nc(C)n3c(cc4sccc43)c2=O)cc1OCC (stereo not given) → 0.99	1.1	0	1	0.5	-8	-1	-2	-9

(listing goes on)
SMILES | hIAP activ | mIAP act | A3G deaminase | hIAP block | MPTP inh | mIAP inh | MIN6 prolif | APOBEC3A inh | GRIN3A LBD mod
O=C(Nc1ccccc1)c1ccco1 | 1.1 | 1.1 | -4 | -5 | 0.3 | -7 | -1 | -2 | -1
COc1ccc(CSc2nnnn2-c2ccc(O)cc2)cc1F | 0.98 | 1 | -3 | 2 | -1.2 | -3 | -3 | 1 | -20
COc1ccccc1N1CCN(C(=O)c2sc3ncnc(N4CCN(c5ccccn5)CC4)c3c2C)CC1 | 1.1 | 0.95 | -2 | -6 | -0.9 | 5 | -3 | 5 | -2
COc1ccc(-c2cc(C(F)(F)F)nc(SCC(=O)N(C)Cc3cn(C)nc3C)n2)cc1OC | 1 | 0.97 | -7 | -2 | -1.9 | 3 | 1 | 0 | -3
COc1ccc(Nc2nc(-c3sc(NC(C)=O)nc3C)cs2)cc1 | 0.92 | 0.77 | 8 | 8 | x | 23 | -2 | -1 | x
CCCN(CCC)CCNC(=O)c1cc2c(=O)n(C)c3ccccc3c2n1C | 1 | 1 | 1 | 0 | -0.5 | -4 | -1 | 10 | 2
O=C1CC(C(=O)N2CCc3ccccc32)CN1c1cccc(C(F)(F)F)c1 (stereo not given) | 1 | 1.2 | 2 | -5 | 0.3 | -17 | -2 | 2 | 1
COc1ccc(C(=O)O/N=C(\N)c2ccccn2)c(OC)c1 | 1 | 1 | 1 | -4 | 0.7 | -4 | -4 | 2 | 1

An unsorted share of the library; overall some 5% were active at least once.
